Pf gametocyte: kills late stage P. falciparum gametocytes; P. falciparum stage V gametocytes, ATP luminescence, 24 h; inhibition, % at 10.9 µM; actives 0.065% (n = 150,000); AID 743093;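 active = inhibition above the mean plus 3 SD of compounds within the control limits, set per campaign, cut at about 38% in these data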;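 also: 0% = DMSO wells and 100% = medium only without gametocytes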
ABCG2 inh: blocks JC-1 efflux by human ABCG2 transporter; IgMXP3 cells, flow cytometry; inhibition, % at 6.6 µM; actives 0.1% (n = 190,000);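 active = inhibition above 80%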;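 also: 0% = DMSO and 100% = nicardipine control wells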
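System: two drug-resistant human cell lines, ABCG2 and ABCB1; controls: nicardipine high and DMSO low controls; times: 10 min exposure at 25 °C with rotation, no wash; detection: flow cytometry of retained JC-1 fluorescence; read-out basis: percent efflux inhibition, scaled nicardipine 100% to DMSO 0%; doses: one concentration, 6.6 µM final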
Rab7 wt modul: alters GTP binding to wildtype dog Rab7; GST-Rab7 beads, fluorescent GTP binding, flow cytometry; actives lie on both sides; untreated = 100%, excess cold GTP = 0%; GTP binding activity (percent of control), % at 10 µM; actives 0.055% (n = 190,000);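 active = fluorescent GTP binding to Rab7 beads changed by at least 20 points from the 100% baseline, either direction, mostly lower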;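 also: median green fluorescence of bound Bodipy-FL-GTP per Rab7 bead population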
ABCB1 inh: human ABCB1 inhibition, ABCG2 as counter-screen. actives 0.067% (n = 190,000). inhibition, % at 6.6 µM. CCRF-Adr cells, JC-1 efflux, flow cytometry. AID 1326; in the data active = inhibition above about 40%;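 also: 0% = vehicle and 100% = reference inhibitor; higher value means more JC-1 retained so stronger ABCB1 efflux block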
Cdc42 wt: human Cdc42 wildtype GTP binding change, either direction | P60953 | GST-Cdc42 beads, Bodipy-GTP binding, flow cytometry; actives lie on both sides | percent activity (GTP binding), % at 10 µM | actives 0.2% (n = 190,000);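 active = percent activity GTP binding at least 20 points away from the 100% baseline, either down as inhibitor or up as activator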;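 also: median bead fluorescence of bound Bodipy-FL-GTP at 100 nM; 0% = excess unlabeled GTP control and 100% = no compound control; below 100% means less GTP binding so inhibitor and above means activator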
Rac1 act GTP bind: modulators of GTP binding to human Rac1 activated mutant; GST-Rac1 activated beads, fluorescent GTP binding, flow cytometry; actives lie on both sides; 100% means binding = to untreated wells; AID 764; actives 0.11% (n = 190,000); percent activity (GTP binding), % at 10 µM;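 active = GTP binding at least 20 percentage points away from the 100% baseline, in either direction, so actives lie on both sides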
Rab2A wt mod: changes GTP binding to wildtype dog Rab2A, up or down. P61105. GST-Rab2 wt beads, Bodipy-GTP binding, flow cytometry. GTP binding activity, % at 10 µM. actives 0.19% (n = 190,000);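 active = GTP binding activity at least 20 points away from 100%, either lowered or raised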;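 also: 0% = beads with excess unlabeled GTP and 100% = no-compound control corrected for plate trend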
Mcl1-Noxa inh: disrupts binding of human Mcl-1 to Noxa peptide. actives 1.5% (n = 220,000). inhibition, % at 21.7 µM. Q07820. AID 1022. TR-FRET Mcl-1/Noxa peptide binding, 2 h;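 active = compounds that cut the protein-peptide binding signal by more than 50% relative to plate controls in a single-dose test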;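 also: His-tagged Mcl-1 with rhodamine Noxa BH3 peptide and terbium anti-His antibody; 0% = Mcl-1 plus Noxa peptide wells and 100% = peptide-only wells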
Avidin fluor: avidin bead compound fluorescence profile | Avidin beads, compound fluorescence 488/530 nm, flow cytometry; hits give high values | fluorescence (KMESF) at 10 µM | actives 0.38% (n = 220,000); in the data active = fluorescence above about 47; also: inactives centre near 10
HRas wt GTP bind: modulators of GTP binding to human HRas wildtype; P01112; GST-Ras wt beads, Bodipy-FL-GTP binding, flow cytometry; actives lie on both sides; GTP binding activity, % at 10 µM; actives 0.14% (n = 190,000); AID 759;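 active = GTP binding activity at least 20% away from the 100% baseline, either lowered as inhibitor or raised as activator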;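 also: 0% = unlabeled GTP competition control and 100% = no-compound control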
Rac1 wt GTP bind: alters GTP binding to wildtype human Rac1 | P63000 | GST-Rac1 beads, fluorescent GTP binding, flow cytometry; actives lie on both sides; 0 = cold GTP competed, 100 = untreated | GTP binding activity (% of control), % at 10 µM | actives 0.27% (n = 190,000) | AID 757;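 active = GTP binding activity at least 20 points away from the 100% control level, either lower or higher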
Starred values were filed as active, the others as inactive.

`O=[N+]([O-])c1ccc(OS(=O)(=O)Cc2ccccc2)cc1` gave Pf gametocyte -5, ABCG2 inh 2, Rab7 wt modul 91, ABCB1 inh 0.6, Cdc42 wt 98, Rac1 act GTP bind 92, Rab2A wt mod 93, Mcl1-Noxa inh 16, Avidin fluor 24, HRas wt GTP bind 94 and Rac1 wt GTP bind 94.
Screening CC(C)(C)NC(=O)C(c1c[nH]c2ccccc12)N(C(=O)Cn1nnc(-c2ccc(Cl)cc2)n1)c1ccccc1F (stereo not given) returned ABCG2 inh 2, Rab7 wt modul 102, ABCB1 inh 1.1, Cdc42 wt 96, Rac1 act GTP bind 96, Rab2A wt mod 96, Mcl1-Noxa inh 4, Avidin fluor 14, HRas wt GTP bind 100 and Rac1 wt GTP bind 101.
Screening CCOC(=O)C(C)Sc1ccc2nnc(-c3ccc(F)cc3)n2n1 (stereo not given) returned ABCG2 inh 3, Rab7 wt modul 101, ABCB1 inh 0.9, Cdc42 wt 102, Rac1 act GTP bind 100, Rab2A wt mod 101, Mcl1-Noxa inh 4, Avidin fluor 30, HRas wt GTP bind 101 and Rac1 wt GTP bind 104.
For CCc1nnc(NC(=O)c2ccc(NS(=O)(=O)c3ccccc3)cc2)s1 the results were Pf gametocyte -1, ABCG2 inh 2, Rab7 wt modul 96, ABCB1 inh -0.3, Cdc42 wt 96, Rac1 act GTP bind 96, Rab2A wt mod 99, Mcl1-Noxa inh -7, Avidin fluor 19, HRas wt GTP bind 97 and Rac1 wt GTP bind 99.
For NS(=O)(=O)c1ccc(CCNC2CC(=O)N(CCc3ccccc3)C2=O)cc1 (stereo not given) the results were ABCG2 inh 0, Rab7 wt modul 100, ABCB1 inh 0.2, Cdc42 wt 97, Rac1 act GTP bind 98, Rab2A wt mod 96, Mcl1-Noxa inh 10, Avidin fluor 27, HRas wt GTP bind 97 and Rac1 wt GTP bind 98.
Screening O=C(CS(=O)(=O)c1ccccc1)N1CCc2ccccc21 returned Pf gametocyte 27, ABCG2 inh 0, Rab7 wt modul 93, ABCB1 inh 0.3, Cdc42 wt 94, Rac1 act GTP bind 94, Rab2A wt mod 95, Mcl1-Noxa inh 4, Avidin fluor 13, HRas wt GTP bind 96 and Rac1 wt GTP bind 97.
For CC(C)CC1=C/C(=C/c2ccc(-c3ccccc3)o2)C(=O)O1 the results were Pf gametocyte 10, ABCG2 inh -23, Rab7 wt modul 100, ABCB1 inh -6.4, Cdc42 wt 96, Rac1 act GTP bind 94, Rab2A wt mod 96, Mcl1-Noxa inh 42, Avidin fluor 10, HRas wt GTP bind 98 and Rac1 wt GTP bind 98.
`COc1ccc(NC(=S)N2CCNC(=O)C2CC(=O)Nc2cccc(Cl)c2C)cc1` (stereo not given) gave ABCG2 inh 36, Rab7 wt modul 93, ABCB1 inh 1.0, Cdc42 wt 91, Rac1 act GTP bind 94, Rab2A wt mod 94, Mcl1-Noxa inh 27, Avidin fluor 8, HRas wt GTP bind 97 and Rac1 wt GTP bind 97.
For COc1cccc(OC)c1C(=O)NC(=S)NCc1ccccc1 the results were ABCG2 inh 11, Rab7 wt modul 96, ABCB1 inh 1.1, Cdc42 wt 95, Rac1 act GTP bind 96, Rab2A wt mod 93, Mcl1-Noxa inh 1, Avidin fluor 9, HRas wt GTP bind 94 and Rac1 wt GTP bind 97.
Screening CCCCS(=O)(=O)NC1=NCN(CC)CN1 returned Pf gametocyte 11, ABCG2 inh 1, Rab7 wt modul 102, ABCB1 inh 0.2, Cdc42 wt 101, Rac1 act GTP bind 100, Rab2A wt mod 103, Mcl1-Noxa inh 0, Avidin fluor 12, HRas wt GTP bind 102 and Rac1 wt GTP bind 105.
For CCOC(=O)C(C)Oc1cc(Cl)c(C=O)cc1OC (stereo not given) the results were Pf gametocyte 2, ABCG2 inh 5, Rab7 wt modul 97, ABCB1 inh -0.1, Cdc42 wt 92, Rac1 act GTP bind 93, Rab2A wt mod 95, Mcl1-Noxa inh 9, Avidin fluor 10, HRas wt GTP bind 97 and Rac1 wt GTP bind 100.
CC(=O)Nc1sc2c(c1C(c1cccc(Cl)c1)N1CCN(CCO)CC1)CCCC2 (stereo not given) was read as ABCG2 inh 1, Rab7 wt modul 97, ABCB1 inh 3.2, Cdc42 wt 97, Rac1 act GTP bind 96, Rab2A wt mod 100, Mcl1-Noxa inh 17, Avidin fluor 9, HRas wt GTP bind 100 and Rac1 wt GTP bind 96.

At a glance, 3 of the compounds above:
Screening CCCCS(=O)(=O)NC1=NCN(CC)CN1 returned Pf gametocyte 11, ABCG2 inh 1, Rab7 wt modul 102, ABCB1 inh 0.2, Cdc42 wt 101, Rac1 act GTP bind 100, Rab2A wt mod 103, Mcl1-Noxa inh 0, Avidin fluor 12, HRas wt GTP bind 102 and Rac1 wt GTP bind 105.
For CCOC(=O)C(C)Oc1cc(Cl)c(C=O)cc1OC (stereo not given) the results were Pf gametocyte 2, ABCG2 inh 5, Rab7 wt modul 97, ABCB1 inh -0.1, Cdc42 wt 92, Rac1 act GTP bind 93, Rab2A wt mod 95, Mcl1-Noxa inh 9, Avidin fluor 10, HRas wt GTP bind 97 and Rac1 wt GTP bind 100.
CC(=O)Nc1sc2c(c1C(c1cccc(Cl)c1)N1CCN(CCO)CC1)CCCC2 (stereo not given) was read as ABCG2 inh 1, Rab7 wt modul 97, ABCB1 inh 3.2, Cdc42 wt 97, Rac1 act GTP bind 96, Rab2A wt mod 100, Mcl1-Noxa inh 17, Avidin fluor 9, HRas wt GTP bind 100 and Rac1 wt GTP bind 96.

More records follow:
Screening Cc1ccccc1C(=O)c1cccn1CC(=O)NCCCN1CCc2ccccc2C1 returned Pf gametocyte -2, ABCG2 inh 8, Rab7 wt modul 105, ABCB1 inh 0.8, Cdc42 wt 96, Rac1 act GTP bind 96, Rab2A wt mod 97, Mcl1-Noxa inh 16, Avidin fluor 10, HRas wt GTP bind 98 and Rac1 wt GTP bind 95.
Cn1c(NC(=O)C[n+]2cc(-c3ccc(Cl)c(Cl)c3)n3c2CCC3)cc(=O)n(C)c1=O was read as Pf gametocyte 22, ABCG2 inh 2, Rab7 wt modul 102, ABCB1 inh -0.2, Cdc42 wt 98, Rac1 act GTP bind 102, Rab2A wt mod 104, Mcl1-Noxa inh 16, Avidin fluor 13, HRas wt GTP bind 103 and Rac1 wt GTP bind 107.
For NC(N)=N/N=C/c1ccc(OCc2ccc(Cl)cc2Cl)cc1 the results were ABCG2 inh -1, Rab7 wt modul 103, ABCB1 inh -0.1, Cdc42 wt 104, Rac1 act GTP bind 102, Rab2A wt mod 103, Mcl1-Noxa inh 31, Avidin fluor 40, HRas wt GTP bind 103 and Rac1 wt GTP bind 103.
Screening CCOc1ccc(NC(=S)Nc2ccc(OC(F)(F)F)cc2)cc1 returned ABCG2 inh 3, Rab7 wt modul 100, ABCB1 inh 0.0, Cdc42 wt 98, Rac1 act GTP bind 96, Rab2A wt mod 99, Mcl1-Noxa inh 7, Avidin fluor 5, HRas wt GTP bind 99 and Rac1 wt GTP bind 101.
`CC1(C)OC(=O)C(=CNCC(O)c2ccccc2)C(=O)O1` (stereo not given) gave ABCG2 inh 0, Rab7 wt modul 106, ABCB1 inh 0.1, Cdc42 wt 105, Rac1 act GTP bind 100, Rab2A wt mod 103, Mcl1-Noxa inh -3, Avidin fluor 36, HRas wt GTP bind 105 and Rac1 wt GTP bind 105.
O=C(Nc1c(C(=O)Nc2cccc(F)c2)oc2ccccc12)c1ccc2c(c1)OCO2 was read as ABCG2 inh -2, Rab7 wt modul 104, ABCB1 inh -2.9, Cdc42 wt 103, Rac1 act GTP bind 99, Rab2A wt mod 104, Mcl1-Noxa inh -111, Avidin fluor 22, HRas wt GTP bind 103 and Rac1 wt GTP bind 102.
For COc1ccc(OC)c(NC(=O)CCNS(=O)(=O)c2ccc3c(c2)oc(=O)n3C)c1 the results were Pf gametocyte -27, ABCG2 inh 3, Rab7 wt modul 96, ABCB1 inh 0.3, Cdc42 wt 98, Rac1 act GTP bind 98, Rab2A wt mod 95, Mcl1-Noxa inh 12, Avidin fluor 4, HRas wt GTP bind 98 and Rac1 wt GTP bind 100.
`Cc1cc(C)n2c(SCCC(C)C)nnc2n1` gave ABCG2 inh 3, Rab7 wt modul 109, ABCB1 inh 0.1, Cdc42 wt 106, Rac1 act GTP bind 102, Rab2A wt mod 106, Mcl1-Noxa inh -1, Avidin fluor 9, HRas wt GTP bind 107 and Rac1 wt GTP bind 112.
`CSc1nc2ccc(S(=O)(=O)Nc3c(C)n(C)n(-c4ccccc4)c3=O)cc2s1` gave ABCG2 inh 2, Rab7 wt modul 88, ABCB1 inh 0.6, Cdc42 wt 91, Rac1 act GTP bind 84, Rab2A wt mod 86, Mcl1-Noxa inh -6, Avidin fluor 12, HRas wt GTP bind 89 and Rac1 wt GTP bind 86.
O=S1(=O)CCN2C(=N1)Sc1c2ccc2c1CCCC2 was read as Pf gametocyte -17, ABCG2 inh 1, Rab7 wt modul 103, ABCB1 inh 0.2, Cdc42 wt 101, Rac1 act GTP bind 101, Rab2A wt mod 99, Mcl1-Noxa inh 13, Avidin fluor 8, HRas wt GTP bind 102 and Rac1 wt GTP bind 103.
Screening CCCCC(CC)CNC(=O)c1[nH]c(C)c(C(C)=O)c1C (stereo not given) returned ABCG2 inh 10, Rab7 wt modul 99, ABCB1 inh 0.8, Cdc42 wt 101, Rac1 act GTP bind 100, Rab2A wt mod 101, Mcl1-Noxa inh 9, Avidin fluor 8, HRas wt GTP bind 101 and Rac1 wt GTP bind 104.
`O=C(CSCc1ccccc1Cl)NN=C1CCCCCC1` gave ABCG2 inh 2, Rab7 wt modul 96, ABCB1 inh -3.1, Cdc42 wt 90, Rac1 act GTP bind 89, Rab2A wt mod 94, Mcl1-Noxa inh 16, Avidin fluor 12, HRas wt GTP bind 95 and Rac1 wt GTP bind 89.
`Cc1cc(C)n2nc(-c3cccnc3)nc2n1` gave Pf gametocyte 0, ABCG2 inh 32, Rab7 wt modul 96, ABCB1 inh 0.6, Cdc42 wt 98, Rac1 act GTP bind 95, Rab2A wt mod 98, Mcl1-Noxa inh -9, Avidin fluor 15, HRas wt GTP bind 97 and Rac1 wt GTP bind 99.
Screening COc1cccc(N/C=C/c2onc(C)c2[N+](=O)[O-])c1 returned Pf gametocyte 12, ABCG2 inh 11, Rab7 wt modul 107, ABCB1 inh 0.5, Cdc42 wt 110, Rac1 act GTP bind 98, Rab2A wt mod 109, Mcl1-Noxa inh 55*, Avidin fluor 11, HRas wt GTP bind 103 and Rac1 wt GTP bind 105.

Compound activity deposited in PubChem by several laboratories.
